# NCI-60 one-dose screen, 48 h, at 10 µM unless noted. Numbers give growth in % (100 = growth as untreated, 0 = no growth, -100 = all killed).
# SNB-19: SNB-19 CNS cancer cells; hit rate 2.5% among 81,000
# U251: U251 CNS tumor cells. hit rate 5.4% among 80,000. AID 1794753
# SF-539: SF-539 CNS cancer. hit rate 6.8% among 81,000
# OVCAR-8: OVCAR-8 ovarian cancer | AID 1794782 | hit rate 4.4% among 81,000
# DU-145: DU-145 prostate cancer; AID 1794760; hit rate 4.2% among 81,000
# PC-3: PC-3 prostate cancer cells; hit rate 3.9% among 80,000; AID 1794754
# SF-295: SF-295 CNS cancer cells; hit rate 5.6% among 79,000; AID 1794758
# SF-268: SF-268 CNS cancer cells. AID 1794759. hit rate 3.1% among 82,000
# * hit, by the source's call; nt = no result given; & = joins results of further samples; [ ] = another dose, or the depositor's remark. The calls were made as follows: active = growth percent below 10; inactive = the rest.
# Every second line gives: SNB-19	U251	SF-539	OVCAR-8	DU-145	PC-3	SF-295	SF-268
> COc1cc(-c2csc(Nc3cc(NCCCN4CCN(C)CC4)nc(C)n3)n2)cc(OC)c1OC
  104	80	89	93	95	56	98	94
> C=C1C(=O)O[C@H]2[C@H]1CC/C(CNC(=O)Cc1c[nH]c3ccccc13)=C\CC[C@@]1(C)O[C@@H]21
  57	44	-27*	9.5*	26	50	70	51
> CC(C)OC(=O)Nc1ccc(-c2nc(-c3cccc(O)c3)c(-c3ccnc(Br)c3)[nH]2)cc1
  76	70	61	57	87	62	66	84
> O=c1c2ccccc2nc(CN2CCCC2)n1/N=C/c1ccccc1
  102	97	99	100	112	102	105	100
> Cn1ncc(CC(=O)O)c1-n1cnc2cc(Cl)ccc2c1=O
  93	94	99	108	108	85	110	106
> C(=N\N1CCCCCC1)/c1ccccc1
  97	nt	105	97	126	nt	91	103
> COc1ccc(-c2c(C)nc(N)nc2-c2ccc(OC)cc2O)cc1
  100	106	103	106	106	98	nt	100
> O=S(=O)(Nc1ccsc1-c1nc(-c2ccccc2)no1)c1ccc(Cl)s1
  93	93	101	93	97	81	91	95
> CC(C)(C)OC(=O)CC(S(=O)(=O)c1ccccc1)S(=O)(=O)c1ccccc1
  95	nt	107	101	94	101	110	102
> CC1CCc2c(sc3nc(SCC(=O)c4ccccc4)[nH]c(=O)c23)C1 (stereo unspecified)
  102	103	99	102	111	101	101	100
> COc1cccc(Cn2c(-c3nonc3NC(C)=O)nc3ccccc32)c1
  71	27	37	51	14	21	15	60
> O=C1c2cccc3cccc(c23)C(=O)N1CC#Cc1ccc2c3c(cccc13)C(=O)N(Cc1ccccc1)C2=O
  96	99	93	96	105	97	108	95
> CC(=O)c1cc(O)c(O)cc1O
  100	102	94	104	111	98	100	109
> CCOC(=O)c1ccc2n1CCc1cnc(N)nc1-2
  103	102	99	106	111	112	100	97
> COc1c2c(cc3c1c(=O)c1ccc(O)c(OC)c1n3C)OCO2
  106	95	92	92	109	94	95	97
> CC1CCC/C(=N/Nc2ccc3ccccc3n2)C1 (stereo unspecified)
  95	nt	94	95	114	83	nt	96
> CN(CCOc1ccc(CC2SC(=O)NC2=O)cc1)c1ccccn1 (stereo unspecified)
  105	91	104	92	107	105	99	105
> Cc1nc2sccn2c1-c1nnc(SCC(=O)O)o1
  89	96	94	96	111	96	90	104
> CS(=O)(=O)Nc1ccc(-c2ccc3c(c2)ncn3-c2ccc(NC(=O)Nc3ccc(Br)cc3)cc2)cc1
  17	3.9*	-34*	17	30	10	-38*	26
> Cc1ccc(NC(=O)N2CCCCC2)cc1[N+](=O)[O-]
  98	101	93	72	108	77	nt	81
> NC(=O)CCn1cc(-c2ccc3ncnc(Nc4cc(O)c(F)cc4F)c3c2)nn1
  109	108	105	96	97	95	nt	101
> COC(=O)c1c2c(c(C)[n+]([O-])c1C)C(=O)C(NCc1ccccc1)=CC2=O
  7.6*	1.7*	8.9*	5.3*	42	8.9*	44	28
> CO[C@@H]1[C@@H](O[C@@H]2O[C@H](C)[C@@H](O[C@H]3C[C@@](C)(O)[C@H](O)[C@H](C)O3)[C@H](N(C)C)[C@H]2O)[C@@H](CC=O)C[C@@H](C)[C@@H](O[C@H]2CC[C@H](N(C)C)[C@@H](C)O2)/C=C/C=C/C[C@H](C)OC(=O)C[C@H]1O
  100	99	116	103	119	104	101	108
> COc1cc(OC)c(/C=C/C(=O)c2ccc(Nc3ncnc4cc(OC)c(OC)cc34)cc2)c(OC)c1
  92	86	78	42	80	84	74	72
> C/C(=C(/C)C1CC1CCNS(=O)(=O)c1ccc(C)cc1)C1CCCC1 (stereo unspecified)
  93	97	108	92	97	85	99	98
> CCCCCCCCCCC(O)C(=O)O (stereo unspecified)
  109	108	143	103	135	nt	108	108
> Cc1ccc2c(c1)C(=O)[C@]1(O)CCN(c3ccc4nc(C)ccc4c3)C1=N2
  111	100	73	90	96	71	76	73
> O=C(Nc1cccc(Br)c1)Oc1ccc(Cl)c2cccnc12
  28[100 µM]	20[100 µM]	9.4*[100 µM]	16[100 µM]	42[100 µM]	20[100 µM]	12[100 µM]	16[100 µM]
> COc1ccc(-c2cc(-c3ccc(Nc4nc(Nc5ccc(Cl)cc5)nc(Nc5ccc(Cl)cc5)n4)cc3)nc(N)c2C#N)cc1
  105	11	-49*	40	38	4.5*	415	59
> Cc1cc(Cc2cc(C)c(O)c(C)c2)cc(C)c1O
  67	50	37	62	78	75	43	64
> CSc1nc(NCCO)c(C#N)c(-c2cccc([N+](=O)[O-])c2)n1
  91	nt	97	99	108	95	98	96
> CCCOC(c1ccc2c(c1)OCO2)C(C)Br (stereo unspecified)
  99	96	101	94	109	92	nt	106
> CCO/C=N/C1=C(C#N)C(c2ccc(Cl)cc2)c2c(c3ccccc3n(C)c2=O)O1 (stereo unspecified)
  73	79	72	86	95	63	57	80
> CCOC(=O)C(=O)Cc1nc2ccccc2s1
  92	96	92	98	101	81	116	82
> O=C(CN1CCN(c2cc(=O)n(-c3ccccc3)c3ccccc23)CC1)N(c1ccccc1)c1ccccc1
  115	96	104	93	98	69	102	104
> N/N=C1\c2ccccc2C(=O)C1C(=O)C(c1ccccc1)c1ccccc1 (stereo unspecified)
  104	103	104	101	113	80	113	101
> CC(C)C[C@H](NC(=O)[C@H](C)n1ccc2ncccc2c1=O)B(O)O
  99	102	104	102	109	97	93	102
> C=CCN1CCN(C(=S)SCc2cc(=O)oc3ccc(C)cc23)CC1
  95	97	104	105	107	100	99	95
> Cc1nc2cc(C)c(C)cc2o1
  108	110	106	99	118	97	104	117
> O=C(O)COc1cccc(C(=O)/C=C/c2ccc(Br)cc2)c1
  102	99	108	108	110	109	103	109
> CNC(=O)c1nc(Nc2ccc(NC(=O)Nc3cccc(OC)c3)cc2)c2ccccc2n1
  86	74	52	80	105	80	90	98
> COc1ccc([C@H]2[C@H](C(=O)Nc3ncccn3)c3ccccc3C(=O)N2c2ccccc2)cc1
  89	80	112	101	112	nt	87	93
> COc1cc2c(OCCN3CCOCC3)nc3c4cc5c(cc4ccc3c2cc1OC)OCO5
  61	62	68	56	85	56	83	88
> NNC(=O)c1csnn1
  105	86	nt	88	108	97	102	102
> CC(=O)Oc1c(C2=NN(C(C)=O)C(c3ccccc3)O2)ccc2ccccc12 (stereo unspecified)
  102	98	97	100	104	80	nt	95
> N#CCS(=O)(=O)c1cccc[n+]1[O-]
  103	nt	105	104	109	102	100	111
> NC(=S)N/N=C/c1ccc[nH]1
  107	99	101	105	103	91	93	99
> Ic1cccnc1
  99	103	106	107	106	102	102	107
> C=CC(=O)NC1c2ccccc2Oc2ccccc21
  81	94	87	98	101	80	91	87
> O=C(N=Nc1c(O)[nH]c2ccccc12)Nc1ccccc1
  96	nt	100	101	100	96	100	109
> O=C1CCC(Nc2ccc([N+](=O)[O-])cc2)N1 (stereo unspecified)
  97	96	97	102	86	97	101	92
> CC(=O)CCC(=O)O
  102	100	97	90	110	96	nt	110
> Cc1ccc(S(=O)(=O)NCCCC2=C(Br)c3ccccc3C2c2ccccc2)cc1 (stereo unspecified)
  95	91	100	97	103	92	97	90
> Oc1[nH]c(=S)sc1/C=C1\C=Nc2ccccc21
  104	98	95	102	107	100	101	106
> O=C(/C=C/c1ccc(O)c(O)c1)NCC(=O)NC(Cc1ccccc1)C(=O)O (stereo unspecified)
  110	109	112	113	104	99	nt	101
> Cc1nc2cnc(N)c(C#Cc3cncc(C(=O)Nc4ccc(CN5CCN(C)CC5)c(C(F)(F)F)c4)c3)c2nc1C
  48	42	-23*	10	8.2*	29	36	8.0*
> O=C(COc1ccc(/C=C2\COc3ccc4ccccc4c3C2=O)cc1)c1ccc(Cl)cc1
  96	92	73	88	nt	88	99	89
> CC1[C@@H]([C@@H]2C[C@H]2c2ccccc2)[C@@H]1CCO (stereo partly specified)
  92	92	99	100	108	96	97	98
> CC(CC(C#CC(CC(C)CC(C)(C)C)N(C)C)N(C)C)CC(C)(C)C (stereo unspecified)
  97	96	97	106	115	83	117	87
> CC(=O)/C(N=Nc1ccc(S(=O)(=O)c2ccc(N=N/C(C(C)=O)=C(/C)O)cc2)cc1)=C(\C)O
  114	101	112	102	104	92	118	101

# In another format: entries from further up
smiles: COc1cc2c(OCCN3CCOCC3)nc3c4cc5c(cc4ccc3c2cc1OC)OCO5
  SNB-19: 61
  U251: 62
  SF-539: 68
  OVCAR-8: 56
  DU-145: 85
  PC-3: 56
  SF-295: 83
  SF-268: 88

smiles: NNC(=O)c1csnn1
  SNB-19: 105
  U251: 86
  SF-539: nt
  OVCAR-8: 88
  DU-145: 108
  PC-3: 97
  SF-295: 102
  SF-268: 102

smiles: CC(=O)Oc1c(C2=NN(C(C)=O)C(c3ccccc3)O2)ccc2ccccc12 (stereo unspecified)
  SNB-19: 102
  U251: 98
  SF-539: 97
  OVCAR-8: 100
  DU-145: 104
  PC-3: 80
  SF-295: nt
  SF-268: 95

# Additional structures:
# Every second line gives: SNB-19	U251	SF-539	OVCAR-8	DU-145	PC-3	SF-295	SF-268
> COc1cccc(/C=C/C(=O)c2cc3c(N)c(C(=O)Nc4cccc(Cl)c4C)sc3nc2C)c1
  -36*	-78*	-36*	-33*	4.4*	14	5.1*	10
> CC(C)(C)c1ccc(C(=O)Nc2nc3ccccc3s2)cc1
  107	98	104	122	100	97	nt	98
> CN(c1ccc(Cl)cc1)S(=O)(=O)c1ccc(-c2cnc(C3CC3)o2)cc1
  44	32	10	31	16	22	18	40
> Cc1cccc(N2CCN(c3ncnc4sc5c(c34)CCNC5)CC2)c1
  78	64	76	90	98	78	100	78
> CCN1C(=O)N(CC)C2Nn3c(s/c(=C\c4ccc(C(F)(F)F)cc4)c3=O)=NC21 (stereo unspecified)
  98	101	91	105	111	101	101	95
> Cc1cc(C)c(S(=O)(=O)Oc2ccccc2[N+](=O)[O-])c(C)c1
  33	30	-8.5*	30	16	21	-7.8*	37
> COC(=O)[C@]12CC[C@@H](C)[C@H](C)[C@@H]1C1=CC[C@@H]3[C@@]4(C)CC(=O)[C@H](O)[C@@](C)(CO)[C@@H]4C(=O)C[C@@]3(C)[C@]1(C)CC2
  17	-43*	17	-9.0*	-44*	-22*	-0.8*	4.3*
> CCCNC(=O)Nc1ccc(C)cc1C
  95	104	98	95	111	96	101	98
> CN(C)c1ccc(C2(Cl)c3ccccc3N(C)c3ccccc32)cc1
  46	1.5*	87	7.9*	50	7.5*	66	18
> Cc1ccc(SC2c3ccc(Br)cc3Oc3nc(N)c(C#N)c(N)c32)cc1 (stereo unspecified)
  107	96	98	99	100	79	107	83
> COc1ccc(C2=NN(C(=O)c3ccc(S(N)(=O)=O)cc3)C(c3cc(OC)c(OC)c(OC)c3)C2)cc1OC (stereo unspecified)
  94	105	91	100	112	92	98	104
> CN(C)c1cccc2c(S(=O)(=O)Nc3cc(-c4csc(NC(=O)CN5CCN(CCO)CC5)n4)ccc3F)cccc12
  86	74	65	91	98	86	70	92
> CC1=C(C(=O)OCc2ccccc2)C(c2ccc3c(c2)OCO3)NC(=O)N1 (stereo unspecified)
  96	100	98	101	107	84	95	100
> Cn1cc(-c2cc(N)n3nc(-c4cn(C)c5ccc(F)cc45)cc3n2)c2cc(F)ccc21
  50	-62*	-58*	20	45	63	80	20
> CCCCN(CCCC)CCNc1ccc(C)c2sc3ccc([N+](=O)[O-])cc3c(=O)c12
  97	88	100	87	97	77	104	99
> COc1ccc(NC(=O)C(=O)c2c[nH]c3ccc(F)cc23)cc1
  104	91	108	99	89	91	102	95
> c1ccc2c3c(cc(CNCCNCc4cc5c(c6ccccc46)CCCC5)c2c1)CCCC3
  93	84	100	86	107	79	97	91
> FC(F)(F)c1nc2ccccc2n1Cc1nnc(SCc2cn(-c3cccc(Cl)c3)nn2)o1
  95	87	nt	52	106	91	93	96
> Cc1cc(C)c2c(Nc3ncnc4c3sc3ncccc34)csc2n1
  100	102	107	97	85	104	95	110
> O=c1/c(=C/c2cccnc2)sc2nc3ccccc3n12
  94&102	101&102	97&96	103&99	102&103	98&104	94&90	99&99
> Cn1c(=O)c2c(nc(/N=C/c3ccc([N+](=O)[O-])cc3)n2C)n(C)c1=O
  99	98	108	96	104	96	92	100
> COc1ccc(C(=O)/C=C/c2cccc([N+](=O)[O-])c2)cc1S(N)(=O)=O
  100	86	109	99	112	107	106	93
> O=S(=O)(c1ccccc1)N1CCCCC1
  104	101	92	107	105	100	108	96
> Clc1cc(Cl)c2ccc3c(Cl)cc(Cl)c4ccc1c2c43
  104	98	85	95	106	89	106	104
> C=CCn1c(SC/C(=N\O)c2ccc(Cl)cc2)nnc1-c1c[nH]c2ccccc12
  87	98	95	83	94	76	75	101
> OCC(CO)(CO)COCC(CO)(CO)COCC(CO)(CO)CO
  106	97	115	101	108	94	98	111
> COc1ccc(-c2nnc(-c3nc(-c4cc(OC)c(OC)c(OC)c4)n4ccccc34)o2)cc1
  79	49	84	49	65	75	38	68
> COc1cccc(OC(C)(C)Cc2ccccc2)c1
  104	98	nt	102	113	96	84	109

# Among those listed so far, 5 contain a cyano group:
# Every second line gives: SNB-19	U251	SF-539	OVCAR-8	DU-145	PC-3	SF-295	SF-268
> COc1ccc(-c2cc(-c3ccc(Nc4nc(Nc5ccc(Cl)cc5)nc(Nc5ccc(Cl)cc5)n4)cc3)nc(N)c2C#N)cc1
  105	11	-49*	40	38	4.5*	415	59
> CSc1nc(NCCO)c(C#N)c(-c2cccc([N+](=O)[O-])c2)n1
  91	nt	97	99	108	95	98	96
> CCO/C=N/C1=C(C#N)C(c2ccc(Cl)cc2)c2c(c3ccccc3n(C)c2=O)O1 (stereo unspecified)
  73	79	72	86	95	63	57	80
> N#CCS(=O)(=O)c1cccc[n+]1[O-]
  103	nt	105	104	109	102	100	111
> Cc1ccc(SC2c3ccc(Br)cc3Oc3nc(N)c(C#N)c(N)c32)cc1 (stereo unspecified)
  107	96	98	99	100	79	107	83
